Source: PubChem
CCHF vOTU inh: CCHFV vOTU protease inhibitors, primary screen, biochemical, Pep-AMC substrate, fluorescence; Crimean-Congo hemorrhagic fever virus L polyprotein viral ovarian tumor (vOTU) protease …; hit rate 0.55% among 370,000; AID 651958, 2012; inhibition, % at 11.5 µM; in the data active = inhibition above about 30%; note: 0% = vehicle wells with enzyme and 100% = no enzyme wells
VHR inh abs: VHR1 phosphatase inhibitors, primary screen, biochemical, absorbance, uHTS | AID 1654, 2009 | Dual specificity protein phosphatase 3 (Homo sapiens), P51452 | recombinant VHR phosphatase, pNPP absorbance | inhibition, % at 13.3 µM | hit rate 0.52% among 290,000; in the data active = inhibition above about 50%; note: some compounds called inactive have numbers as strong as hits
SSB-PriA inh: inhibitors of Klebsiella pneumoniae PriA binding to SSB C-terminal tail, primary screen, biochemical, AlphaScreen; PriA–SSB C-terminal tail interaction (Klebsiella pneumoniae); AlphaScreen SSBct-PriA binding, biotinylated peptide; inhibition, % at 33 µM; hit rate 0.6% among 430,000; AID 1272365, 2023; in the data active = inhibition mostly above about 37%, no sharp cut-off; inactive = mostly below about 20%;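 note: plate controls were negative control peptide for no effect and reference peptide for full effect; strong numbers were not always called active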
BH1578 lux ind: inducers of Vibrio cholerae quorum light production without autoinducers, primary screen, BH1578 luxS cqsA deficient, single point; hit rate 0.16% among 350,000; activation, % at 18.7 µM; V. cholerae BH1578 lux reporter, luminescence, 6 h; in the data active = activation mostly above about 9.7%, no sharp cut-off; note: not every result past the cut was called active; inactives centre near 0; reference of the scale not given here
MazF activator: activators of E. coli MazEF toxin-antitoxin RNase, primary screen, biochemical, fluorescence, uHTS | Endoribonuclease toxin MazF (Escherichia coli (strain K12)), P0AE70 | FAM/BHQ RNA-DNA oligo cleavage fluorescence, 5 h | activation, % at 20 µM | hit rate 0.32% among 350,000 | AID 504720, 2011; in the data active = activation above about 50%
SARS 3CLpro inh: SARS-CoV 3CLpro protease inhibitors, primary screen, biochemical, quenched FRET | AID 1706, 2009 | recombinant SARS-CoV 3CLpro, quenched FRET peptide cleavage | Replicase polyprotein 1ab (Severe acute respiratory syndrome coronavirus), P0C6X7 | hit rate 0.14% among 290,000 | inhibition, % at 6 µM; in the data active = inhibition above about 12%
PrPC surface inh: inhibitors of human cell surface prion protein PrPC, primary screen, cell-based, TR-FRET | Major prion protein (Homo sapiens), P04156 | TR-FRET read-out | inhibition, % at 13.8 µM | hit rate 0.43% among 370,000; in the data active = inhibition above about 24%; note: 0% = median of the test wells and 100% = reference compound wells
Y pestis TopoI: Yersinia pestis topoisomerase I inhibitors, primary screen, biochemical, cleavage product accumulation, plate reader, single point; AID 504884, 2011; DNA topoisomerase I (Yersinia pestis CO92); Y. pestis Topo-I cleavage product accumulation; hit rate 0.064% among 360,000; activity, % at 10 µM; in the data active = activity above about 50%, passing the limit was not always enough; note: inactives centre near 2
Rv3671c protease: Rv3671c serine protease inhibitors, primary screen, biochemical, fluorescence polarization, M. tuberculosis H37Rv; P9WHR9; inhibition, % at 5.96 µM; hit rate 0.048% among 320,000; AID 2606, 2010; in the data active = inhibition above about 38%;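 note: extracellular domain of Rv3671c used as enzyme; 0% = enzyme with DMSO and 100% = no enzyme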
TcdB inh: TcdB glycohydrolase inhibitors, primary screen, biochemical, single point, plate reader. Toxin B (Clostridioides difficile), P18177. TcdB glycohydrolase enzymatic assay. inhibition, % at 9.99 µM. hit rate 0.24% among 350,000. AID 652162, 2013; in the data active = inhibition above about 10%
Target sequence (P18177 whole entry, looked up): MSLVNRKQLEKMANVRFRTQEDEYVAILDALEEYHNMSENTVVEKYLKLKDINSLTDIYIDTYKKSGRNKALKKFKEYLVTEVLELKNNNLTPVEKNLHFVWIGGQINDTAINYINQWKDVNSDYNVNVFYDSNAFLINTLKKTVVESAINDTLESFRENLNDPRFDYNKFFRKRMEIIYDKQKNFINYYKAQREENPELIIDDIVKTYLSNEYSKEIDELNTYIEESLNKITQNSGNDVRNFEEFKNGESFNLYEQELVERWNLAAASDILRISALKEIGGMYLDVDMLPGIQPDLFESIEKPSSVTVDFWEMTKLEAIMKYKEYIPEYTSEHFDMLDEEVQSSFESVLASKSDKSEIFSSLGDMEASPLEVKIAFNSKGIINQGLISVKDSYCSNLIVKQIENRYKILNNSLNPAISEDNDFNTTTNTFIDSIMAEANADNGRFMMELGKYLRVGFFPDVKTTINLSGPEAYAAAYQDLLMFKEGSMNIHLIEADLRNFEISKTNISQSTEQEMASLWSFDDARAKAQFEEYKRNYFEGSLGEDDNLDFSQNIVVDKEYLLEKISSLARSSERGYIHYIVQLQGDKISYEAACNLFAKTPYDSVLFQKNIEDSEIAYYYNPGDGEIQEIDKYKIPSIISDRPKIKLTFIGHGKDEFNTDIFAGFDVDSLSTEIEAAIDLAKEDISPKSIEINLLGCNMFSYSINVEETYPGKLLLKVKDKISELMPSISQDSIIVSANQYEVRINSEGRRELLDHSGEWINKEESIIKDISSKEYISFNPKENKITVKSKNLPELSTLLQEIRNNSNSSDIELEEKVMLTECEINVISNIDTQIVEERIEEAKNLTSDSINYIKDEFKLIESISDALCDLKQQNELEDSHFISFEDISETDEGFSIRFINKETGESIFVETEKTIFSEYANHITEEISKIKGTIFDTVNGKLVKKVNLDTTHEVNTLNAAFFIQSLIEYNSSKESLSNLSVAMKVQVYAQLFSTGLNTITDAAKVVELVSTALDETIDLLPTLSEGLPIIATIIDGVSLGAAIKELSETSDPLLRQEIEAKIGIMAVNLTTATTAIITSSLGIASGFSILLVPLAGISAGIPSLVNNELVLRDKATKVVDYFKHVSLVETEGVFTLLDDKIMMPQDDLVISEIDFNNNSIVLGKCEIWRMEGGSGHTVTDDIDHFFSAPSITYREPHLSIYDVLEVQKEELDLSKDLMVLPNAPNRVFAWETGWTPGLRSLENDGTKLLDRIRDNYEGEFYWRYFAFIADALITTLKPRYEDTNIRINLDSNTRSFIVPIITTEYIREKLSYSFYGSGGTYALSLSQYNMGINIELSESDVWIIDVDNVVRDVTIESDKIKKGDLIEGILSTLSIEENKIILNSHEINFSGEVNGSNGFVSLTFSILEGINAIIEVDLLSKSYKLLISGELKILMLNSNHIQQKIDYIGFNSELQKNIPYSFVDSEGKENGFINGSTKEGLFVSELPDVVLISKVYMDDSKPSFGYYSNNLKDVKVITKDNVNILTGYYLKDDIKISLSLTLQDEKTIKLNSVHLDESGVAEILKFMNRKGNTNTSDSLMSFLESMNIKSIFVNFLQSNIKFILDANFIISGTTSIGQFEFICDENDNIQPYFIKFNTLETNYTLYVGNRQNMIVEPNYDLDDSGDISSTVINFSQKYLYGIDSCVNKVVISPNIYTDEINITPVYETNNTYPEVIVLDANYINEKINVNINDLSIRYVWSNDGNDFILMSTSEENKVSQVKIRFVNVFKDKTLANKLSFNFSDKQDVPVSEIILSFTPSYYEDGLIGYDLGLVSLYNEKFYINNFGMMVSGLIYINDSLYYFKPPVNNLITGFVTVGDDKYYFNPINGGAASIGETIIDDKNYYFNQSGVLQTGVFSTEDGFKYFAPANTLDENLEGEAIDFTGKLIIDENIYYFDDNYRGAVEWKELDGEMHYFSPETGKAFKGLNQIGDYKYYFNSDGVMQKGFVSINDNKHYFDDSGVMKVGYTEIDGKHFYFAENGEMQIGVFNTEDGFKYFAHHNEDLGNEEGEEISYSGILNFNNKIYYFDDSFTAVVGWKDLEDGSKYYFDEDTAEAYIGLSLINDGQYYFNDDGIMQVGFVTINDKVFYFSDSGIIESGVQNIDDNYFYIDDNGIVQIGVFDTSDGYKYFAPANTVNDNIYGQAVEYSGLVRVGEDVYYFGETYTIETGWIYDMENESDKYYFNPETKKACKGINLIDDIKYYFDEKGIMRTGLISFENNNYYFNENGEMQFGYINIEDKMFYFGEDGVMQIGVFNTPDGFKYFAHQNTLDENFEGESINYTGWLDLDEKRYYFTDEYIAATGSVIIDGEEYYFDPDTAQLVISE
* hit, by the source's call. A portion of the library; rates above refer to the full screens.

For COc1cccc(CN2CCN(C(=S)NCc3ccc(Cl)cc3)CC2)c1 the results were CCHF vOTU inh -1.5, VHR inh abs 9.5, SSB-PriA inh -20.6, BH1578 lux ind -0.4, MazF activator 0.0, SARS 3CLpro inh -3.2, PrPC surface inh -0.9, Y pestis TopoI 5.3, Rv3671c protease 12.0 and TcdB inh 2.2.
`CC1CCCCC1NC(=O)COC(=O)CCC(=O)c1cccs1` (stereo not given) gave CCHF vOTU inh 15.1, SSB-PriA inh 4.3, BH1578 lux ind inactive, MazF activator -4.0, PrPC surface inh -4.7, Y pestis TopoI 9.6, Rv3671c protease 3.4 and TcdB inh 1.1.
N#CC1=C(N)Oc2c(c(=O)sc3ccccc23)C1c1ccncc1 (stereo not given) was read as CCHF vOTU inh 1.9, VHR inh abs 13.1, SSB-PriA inh 1.3, BH1578 lux ind inactive, MazF activator -8.2, SARS 3CLpro inh -0.6, PrPC surface inh -2.6, Y pestis TopoI -5.1, Rv3671c protease -6.2 and TcdB inh 0.2.
Screening COc1ccc(CN(C)C(=O)c2ccc(NS(=O)(=O)c3ccc(F)cc3)cc2)c(OC)c1 returned CCHF vOTU inh 19.8, VHR inh abs 9.7, SSB-PriA inh -5.3, BH1578 lux ind -0.1, MazF activator 0.5, SARS 3CLpro inh 2.9, PrPC surface inh -4.2, Y pestis TopoI 29.4, Rv3671c protease -8.9 and TcdB inh 1.5.
Screening CCCCNc1cc(NC(C)=O)cc2cc(OC)c(OC)cc12 returned CCHF vOTU inh 29.4, VHR inh abs 22.1, SSB-PriA inh -1.9, BH1578 lux ind inactive, MazF activator -3.3, SARS 3CLpro inh 2.9, PrPC surface inh -9.5, Y pestis TopoI -3.1 and Rv3671c protease -57.4.
`CCOC(=O)C(=CNc1ccc2c(c1)c1ccccc1n2CC)C(=O)OCC` gave CCHF vOTU inh -0.8, VHR inh abs 8.5, SSB-PriA inh -6.8, BH1578 lux ind -1.3, MazF activator -13.2, SARS 3CLpro inh 2.2, PrPC surface inh 12.1, Y pestis TopoI -8.5, Rv3671c protease 10.4 and TcdB inh 0.6.
CSc1ccc(S(=O)(=O)NCCCn2ccnc2)cc1 was read as CCHF vOTU inh 0.5, VHR inh abs 19.2, SSB-PriA inh 2.3, BH1578 lux ind inactive, MazF activator 9.5, SARS 3CLpro inh -1.1, PrPC surface inh 6.9, Y pestis TopoI 0.6, Rv3671c protease -6.9 and TcdB inh 0.3.
Screening COC(=O)c1cc(Oc2ccc(C(=O)OC)cc2N)cc(C(=O)OC)c1 returned CCHF vOTU inh -7.2, VHR inh abs 24.4, SSB-PriA inh -8.4, BH1578 lux ind inactive, MazF activator -3.3, SARS 3CLpro inh -1.6, PrPC surface inh -0.4, Y pestis TopoI -3.8 and Rv3671c protease -4.6.
For COc1cccc(N2C(=O)C3CCCN3C2c2ccc(F)cc2)c1 (stereo not given) the results were CCHF vOTU inh -16.0, VHR inh abs 3.6, SSB-PriA inh 1.2, BH1578 lux ind 4.2, MazF activator -0.8, SARS 3CLpro inh -6.6, PrPC surface inh -0.1, Y pestis TopoI 0.8 and Rv3671c protease 3.9.
For CCn1c(CC(=O)Nc2ccccc2)nnc1SCC(=O)Nc1nnc(C)s1 the results were CCHF vOTU inh 1.9, VHR inh abs 11.8, SSB-PriA inh -10.2, BH1578 lux ind -0.5, MazF activator 0.9, SARS 3CLpro inh -0.1, PrPC surface inh 1.8, Y pestis TopoI 6.1, Rv3671c protease 10.4 and TcdB inh 0.2.
COc1cccc(-n2nnnc2SCC(=O)NCc2ccco2)c1 was read as CCHF vOTU inh 9.2, VHR inh abs 24.1, SSB-PriA inh 4.3, BH1578 lux ind -0.5, MazF activator 2.2, SARS 3CLpro inh 1.0, PrPC surface inh -2.1, Y pestis TopoI -2.6 and Rv3671c protease -13.0.
`CCN(CC)S(=O)(=O)c1ccc(NCc2ccccn2)nc1` gave CCHF vOTU inh 8.0, VHR inh abs -16.2, SSB-PriA inh 2.8, BH1578 lux ind -0.2, MazF activator 1.7, SARS 3CLpro inh -1.8, PrPC surface inh 4.7, Y pestis TopoI 8.4, Rv3671c protease -0.8 and TcdB inh 0.5.
`O=C1NC(=O)C(=C2CCCCCC2)S1` gave CCHF vOTU inh 2.8, VHR inh abs -19.2, SSB-PriA inh -9.5, BH1578 lux ind -3.3, MazF activator 2.6, SARS 3CLpro inh 3.5, PrPC surface inh 2.2, Y pestis TopoI 3.3, Rv3671c protease -14.7 and TcdB inh -1.4.
`CCc1cc(CNC(=O)CC2C(=O)NCCN2CC2CCCCC2)on1` (stereo not given) gave CCHF vOTU inh 5.9, VHR inh abs 30.5, SSB-PriA inh 0.5, BH1578 lux ind -0.2, MazF activator 6.3, SARS 3CLpro inh -1.5, PrPC surface inh -0.2, Y pestis TopoI -1.8, Rv3671c protease 6.1 and TcdB inh 0.4.
`Cc1cc(C(=O)COC(=O)c2ccc(CO)cc2)c(C)n1CC1COc2ccccc2O1` (stereo not given) gave CCHF vOTU inh 14.9, VHR inh abs -0.8, SSB-PriA inh 14.1, BH1578 lux ind 0.8, MazF activator -4.6, SARS 3CLpro inh 3.6, PrPC surface inh -8.0, Y pestis TopoI 5.9 and Rv3671c protease -8.9.

2 successive records from above:
For COc1cccc(CN2CCN(C(=S)NCc3ccc(Cl)cc3)CC2)c1 the results were CCHF vOTU inh -1.5, VHR inh abs 9.5, SSB-PriA inh -20.6, BH1578 lux ind -0.4, MazF activator 0.0, SARS 3CLpro inh -3.2, PrPC surface inh -0.9, Y pestis TopoI 5.3, Rv3671c protease 12.0 and TcdB inh 2.2.
`CC1CCCCC1NC(=O)COC(=O)CCC(=O)c1cccs1` (stereo not given) gave CCHF vOTU inh 15.1, SSB-PriA inh 4.3, BH1578 lux ind inactive, MazF activator -4.0, PrPC surface inh -4.7, Y pestis TopoI 9.6, Rv3671c protease 3.4 and TcdB inh 1.1.

The list continues:
For O=C(CSc1ncccc1C(=O)O)NC1CCCCCCC1 the results were CCHF vOTU inh 14.9, VHR inh abs 4.3, SSB-PriA inh -9.2, BH1578 lux ind -0.3, MazF activator 2.5, SARS 3CLpro inh 2.4, PrPC surface inh -0.8, Y pestis TopoI -0.7, Rv3671c protease 11.1 and TcdB inh 0.6.
CCOC(=O)C1C(=O)NC(c2ccccc2)=NC1c1ccc(C(C)C)cc1 (stereo not given) was read as CCHF vOTU inh 4.2, VHR inh abs -15.7, SSB-PriA inh -2.3, BH1578 lux ind inactive, MazF activator -5.7, SARS 3CLpro inh -2.5, PrPC surface inh 6.3, Y pestis TopoI -5.3 and Rv3671c protease -2.5.
Cc1ccc2nc(C(=O)N3CCc4c([nH]c5ccccc45)C3c3ccccn3)cn2c1 (stereo not given) was read as CCHF vOTU inh -0.6, VHR inh abs 17.3, SSB-PriA inh 13.8, BH1578 lux ind inactive, MazF activator 4.4, SARS 3CLpro inh -1.8, PrPC surface inh 2.9, Y pestis TopoI 4.8, Rv3671c protease -2.6 and TcdB inh 1.4.
Screening Cc1cccc(C(=O)N/C(=C\c2ccco2)C(=O)N2CCCC2)c1 returned CCHF vOTU inh -5.7, VHR inh abs -17.2, SSB-PriA inh -8.0, BH1578 lux ind -0.3, MazF activator 2.9, SARS 3CLpro inh 2.7, PrPC surface inh 0.0, Y pestis TopoI 4.5, Rv3671c protease -1.8 and TcdB inh -1.0.
For CCOC(=O)N1CCC(NC(=O)c2cccnc2SC)CC1 the results were CCHF vOTU inh 9.9, VHR inh abs 14.6, SSB-PriA inh -3.8, BH1578 lux ind inactive, MazF activator -17.1, SARS 3CLpro inh -2.5, PrPC surface inh -12.3, Y pestis TopoI -3.0 and Rv3671c protease -4.5.
CCNC(=O)NC(=O)C(C)OC(=O)CCS(=O)(=O)c1ccc(C)cc1 (stereo not given) was read as CCHF vOTU inh -4.1, VHR inh abs 19.0, SSB-PriA inh 4.4, BH1578 lux ind 2.8, MazF activator 0.1, SARS 3CLpro inh 0.1, PrPC surface inh -0.7, Y pestis TopoI 2.0, Rv3671c protease 4.8 and TcdB inh 1.1.
c1ccc(-c2csc3ncn4cnnc4c23)cc1 was read as CCHF vOTU inh 0.6, VHR inh abs 11.3, SSB-PriA inh -13.4, BH1578 lux ind inactive, MazF activator 9.7, SARS 3CLpro inh -2.4, PrPC surface inh 9.5, Y pestis TopoI 9.9 and Rv3671c protease 0.0.
CC(=O)N1c2ccc(S(=O)(=O)NCCc3ccccc3)cc2CC1C (stereo not given) was read as CCHF vOTU inh 4.4, VHR inh abs -12.2, SSB-PriA inh -5.3, BH1578 lux ind inactive, MazF activator 4.0, SARS 3CLpro inh -1.6, PrPC surface inh 17.7, Y pestis TopoI 0.5, Rv3671c protease 8.0 and TcdB inh -0.8.
NC(=O)C1CCN(c2oc(-c3ccccc3)nc2S(=O)(=O)c2ccc(Br)cc2)CC1 was read as CCHF vOTU inh -2.5, VHR inh abs 3.6, SSB-PriA inh 17.9, BH1578 lux ind inactive, MazF activator 2.7, SARS 3CLpro inh -0.2, PrPC surface inh 1.6, Y pestis TopoI 0.3, Rv3671c protease 8.3 and TcdB inh 0.3.
For CCOC(=O)CNC(=O)CSc1nnnn1-c1cc(C)ccc1C the results were CCHF vOTU inh -5.9, VHR inh abs -8.7, SSB-PriA inh -0.4, BH1578 lux ind 0.7, MazF activator -0.1, SARS 3CLpro inh 0.1, PrPC surface inh -6.2, Y pestis TopoI 1.6 and Rv3671c protease -1.8.
For Cc1nnc(SCC(=O)Nc2nccs2)o1 the results were CCHF vOTU inh -1.7, VHR inh abs 2.5, SSB-PriA inh -10.1, BH1578 lux ind inactive, MazF activator 7.6, SARS 3CLpro inh 2.9, PrPC surface inh -3.6, Y pestis TopoI 4.9, Rv3671c protease 5.5 and TcdB inh 1.4.
O=c1c2ccccc2cnn1Cc1n[nH]c(=S)n1-c1ccccc1F was read as CCHF vOTU inh 4.0, VHR inh abs 23.3, SSB-PriA inh -13.2, BH1578 lux ind -0.3, MazF activator 3.7, SARS 3CLpro inh -2.7, PrPC surface inh -7.2, Y pestis TopoI -10.3, Rv3671c protease 0.2 and TcdB inh 0.6.
N#CCCn1cc(C(=O)Nc2ccc([N+](=O)[O-])cc2)c(-c2cccs2)n1 was read as CCHF vOTU inh -7.4, VHR inh abs -17.0, SSB-PriA inh -20.0, BH1578 lux ind inactive, MazF activator 3.8, SARS 3CLpro inh 1.4, PrPC surface inh -18.6, Y pestis TopoI -15.9 and Rv3671c protease -40.0.
For COc1ccc(COC(=O)NNC(=O)c2ccccc2Cl)cc1 the results were CCHF vOTU inh 5.2, VHR inh abs 13.3, SSB-PriA inh -0.1, MazF activator 1.9, SARS 3CLpro inh 4.2, PrPC surface inh 4.8, Y pestis TopoI 1.9 and Rv3671c protease 6.3.
Screening Cc1ccc(NC(=O)CSc2nnc(N)s2)c([N+](=O)[O-])c1 returned CCHF vOTU inh -6.3, VHR inh abs 22.6, SSB-PriA inh -8.7, BH1578 lux ind inactive, MazF activator 2.6, SARS 3CLpro inh -1.4, PrPC surface inh -26.8, Y pestis TopoI 0.8, Rv3671c protease 1.1 and TcdB inh 1.4.
